High-throughput results deposited in PubChem by ICCB-Longwood Screening Facility, Harvard Medical School.
Polio RdRp inh: inhibitors of poliovirus RNA polymerase binding and polymerization; hit rate 0.66% among 150,000; % elongation, % (compound at 16.7 µg/mL); poliovirus polymerase elongation, fluorescence polarization; hits give low values; AID 588519; P03300; in the data active = % elongation below about 90%; also: some results filed as inactive read as strong as hits
Target sequence (P03300 1749-2209 limits assumed): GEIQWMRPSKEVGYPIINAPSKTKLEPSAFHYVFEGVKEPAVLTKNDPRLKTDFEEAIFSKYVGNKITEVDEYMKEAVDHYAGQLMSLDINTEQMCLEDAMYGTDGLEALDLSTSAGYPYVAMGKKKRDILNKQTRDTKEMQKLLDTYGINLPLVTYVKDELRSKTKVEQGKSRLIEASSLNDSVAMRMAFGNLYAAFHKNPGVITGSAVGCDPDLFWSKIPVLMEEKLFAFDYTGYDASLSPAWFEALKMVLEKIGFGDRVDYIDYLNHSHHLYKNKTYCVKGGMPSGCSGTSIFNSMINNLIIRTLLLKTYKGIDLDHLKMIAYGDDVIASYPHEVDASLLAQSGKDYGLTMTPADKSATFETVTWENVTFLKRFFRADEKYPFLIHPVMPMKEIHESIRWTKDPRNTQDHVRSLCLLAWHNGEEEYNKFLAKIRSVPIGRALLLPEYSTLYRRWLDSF
Polio RdRp inh FP z-score: further read-out of Polio RdRp inh, marked with its call; z-score; measured here: FP z-score; hits read low
* = called active by the depositor; & = joins results of further samples.

Fields: Polio RdRp inh	Polio RdRp inh FP z-score
Cc1onc(-c2c(Cl)cccc2Cl)c1NC(=O)OCCOc1cc(C(F)(F)F)ccn1
  108.0	0.7
COc1cc(NS(=O)(=O)c2ccc(N)cc2)ncn1
  101.0&100.0	0.1&0
COc1ccc(NC(=O)CC2(CC(=O)O)CCCC2)cc1
  101.0	-0.3
Cc1cc(C)c(NC(=O)CCn2c(=O)c3cccn3c3ccccc32)c(C)c1
  105.0	-0.3
CCC(=O)NC(=S)Nc1ccc2oc(-c3ccccc3Cl)nc2c1
  105.0	1
CCOc1ccc(CCNc2ncnc3c2nc2n3CCCCC2)cc1OCC
  100.0	-0.6
Cc1ccc(-n2ncc(C(=O)NCCN3CCCC3)c2C2CCN(C(=O)OC(C)(C)C)CC2)cc1C
  109.0	0.6
CCNC(=O)C1CCCN(c2nn3cc(-c4ccc(C)cc4)nc3s2)C1 (centres undefined)
  103.0	-1
CN(c1ccc(Br)cc1)S(=O)(=O)c1ccc2c(c1)CCN2C(=O)CCC(=O)O
  100.0	-0.4
COc1ccc(CNC(=O)Cn2nc(C)n3cccc3c2=O)cc1
  107.0	-0.1
CC1CN=C(NS(=O)(=O)c2ccccc2)N1 (centres undefined)
  104.0	0.2
CN1C(=O)/C(=C(/C#N)C(=O)NCCc2ccccc2)c2ccccc21
  99.0	-0.4
CCc1cnc2c(c1SCc1c(F)cccc1Cl)c(=O)n(C)c(=O)n2C
  101.0	-1
CCOc1ccc(CCNC(=O)c2ccc3c(c2)nc2n3CCOC2)cc1OCC
  111.0	0.6
CCOC(=O)c1c(C)oc2nc(C)nc(NC3CCN(C(=O)OCC)CC3)c12
  104.0	0.4
Cc1ccc(C(=O)Oc2ccc3oc(=O)sc3c2)cc1
  99.0	-0.5
Cc1cc(C(=O)N/N=C2\C(=O)c3cccc4cccc2c34)c(C)o1
  102.0	-0.2
CCCC1Cc2[nH]c(=O)c(C#N)cc2CO1 (centres undefined)
  100.0	-0.6
Cc1ccnc(NC(c2ccc(Cl)cc2)n2nc(C)cc2C)c1 (centres undefined)
  99.0	-0.4
CCN(CC)c1ccc(NC(=O)c2cc3c(=O)n4cccc(C)c4nc3n2C)c(C)c1
  110.0	0.7

One compound at a time, as listed above. Order of screens: Polio RdRp inh, Polio RdRp inh FP z-score
`CCOC(=O)c1c(C)oc2nc(C)nc(NC3CCN(C(=O)OCC)CC3)c12` is listed with 104.0, 0.4
`CCOc1ccc(CCNC(=O)c2ccc3c(c2)nc2n3CCOC2)cc1OCC` is listed with 111.0, 0.6
`CN1C(=O)/C(=C(/C#N)C(=O)NCCc2ccccc2)c2ccccc21` is listed with 99.0, -0.4
`CCN(CC)c1ccc(NC(=O)c2cc3c(=O)n4cccc(C)c4nc3n2C)c(C)c1` is listed with 110.0, 0.7
`Cc1ccnc(NC(c2ccc(Cl)cc2)n2nc(C)cc2C)c1` (centres undefined) is listed with 99.0, -0.4

The list continues.
Fields: Polio RdRp inh	Polio RdRp inh FP z-score
CCOc1ccc(CNS(=O)(=O)c2ccc3c(c2)CCCN3C(C)=O)cc1OC
  104.0	-0.7
COc1ccc(/C=N/c2nc3ccccc3n2CCN2CCCCC2)cc1OC
  104.0	0.6
CCOC(=O)c1cccc(NC2=NC3(CCCCC3)N=C(N)N2)c1
  101.0	-0.1
COc1ccc(NC(=O)C2CSC(C)(C)N2C=O)cc1 (centres undefined)
  104.0	0.7
CCOc1ccc(CCNC(=O)c2sc3ncccc3c2-n2c(C)ccc2C)cc1
  108.0	0.4
O=C(c1ccc(N2CCCS2(=O)=O)cc1)N1CCCC1
  103.0	1.1
Cc1cccc2c1-c1sc(C(=O)NCCCN3CCN(c4ccccc4F)CC3)cc1CO2
  108.0	0.9
O=C(CN1C(=O)S/C(=C\c2ccc(F)cc2)C1=O)Nc1ccc(S(=O)(=O)NCc2ccco2)cc1
  101.0	0.1
CCc1ccccc1NC(=O)c1ccc(Cn2nc(N3CCN(c4ccccc4)CC3)ccc2=O)o1
  105.0	-0.3
COc1cc(-c2nnc(CSc3nnc(C)s3)o2)cc(OC)c1OC
  102.0	0
CNc1c(NC(=O)C(C)(C)C)c(=O)oc2ccccc12
  101.0	0.1
CCc1ccc(OCCCC(=O)Oc2ccc3c(c2)oc(=O)c2ccccc23)cc1
  99.0	-0.3
Cc1nn(CCC#N)c2nc(-c3ccccc3)cc(C(F)(F)F)c12
  104.0	0.8
CSc1nnc([C@@H](N)Cc2c[nH]c3ccccc23)o1
  103.0	0.3
Cc1cnc(NC(=O)Cc2ccc(OCc3c(C)noc3C)cc2)s1
  104.0	0.2
Cc1ccc(-c2cc(C(=O)NC(C)c3ccccc3)c3ccccc3n2)cc1C (centres undefined)
  111.0	0.4
O=C(O)CSc1c2c(nc3cc(C(=O)NCc4ccc(F)cc4)ccc13)CCCC2
  103.0	0.6
Cc1cc(C)n(-c2ccc(C(=O)OCC(=O)NCC3CCCO3)cc2)n1 (centres undefined)
  103.0	0
CC(=O)Nc1nonc1-c1nnc(SCC(=O)Nc2cc(C)cc(C)c2)n1-c1ccccc1
  100.0	-1.5
Cc1cc(-c2csc(NCc3ccccc3)n2)c(C)n1CC1CCCO1 (centres undefined)
  97.0	-0.7
Cc1ccc(NC(=O)c2ccccc2)s1
  107.0	0.6
CCSc1nc(C(F)(F)F)c(C(=O)c2ccccc2)cc1C#N
  106.0	1.7
O=C(CSc1nnc2n1CCCCC2)N1N=C(c2ccco2)CC1c1ccco1 (centres undefined)
  117.0	1.5
Cc1ccc(N(Cc2ncc(-c3ccccc3)o2)S(=O)(=O)c2ccc3c(c2)OCCO3)cc1
  103.0	-0.2
COc1cc2c(cc1NC(=O)CN1CCN(S(=O)(=O)c3ccc(F)cc3)CC1)oc1ccccc12
  102.0	0.4
COc1ccc(CNCCCSc2nnnn2-c2ccccc2)cc1
  104.0	-0.5
Cc1cccc(NC(=O)c2cc(S(=O)(=O)NCc3ccc4c(c3)OCO4)ccc2F)c1C
  104.0	-0.7
COc1cc(OC)c(C(=O)NCc2nc(-c3ccccc3)no2)cc1OC
  107.0	-0.1
CCOC(=O)C1CCCN(S(=O)(=O)c2csc(C(N)=O)c2)C1 (centres undefined)
  108.0	0.3
CC(NC(=O)c1ccc2c(c1)N(C)CCS2)c1ccccc1 (centres undefined)
  99.0	-1.4
CC(C)(C)C(=O)/C(C#N)=C/c1ccc(C#N)cc1
  103.0	0
CS(=O)CCNC(=O)Nc1ccc(Cl)c(Cl)c1 (centres undefined)
  101.0	-0.8
O=C(Cn1cnnn1)Nc1ccccc1Cc1ccccc1
  105.0	0.4
COc1ccc(Oc2nc3c(c(=O)n(C)c(=O)n3C)n2Cc2ccc(Cl)cc2Cl)cc1
  102.0	-0.1
O=C(Cn1cc(S(=O)(=O)N2CCCC2)c(S(=O)(=O)N2CCCC2)c1)N1CCc2ccccc21
  101.0	-0.3
CC(CNC(=O)C1CCCN(C(=O)N2CCOc3ccccc32)C1)c1ccccc1 (centres undefined)
  101.0	-0.3
COc1ccc2c(Sc3ccccc3)c(C(=O)NCC(C)c3ccccc3)[nH]c2c1 (centres undefined)
  102.0	-1.3
CC(=O)c1cccc(NC(=O)CSc2nc(=O)n(Cc3cccnc3)c3c2CCC3)c1
  107.0	0.2
Nc1nc(=S)nc(-c2ccncc2)[nH]1
  100.0	-0.1
CCCc1nnc(NC2CCCC2)s1
  102.0	0.1

Of the compounds above, 4 contain two or more sulfur atoms:
Fields: Polio RdRp inh	Polio RdRp inh FP z-score
O=C(CN1C(=O)S/C(=C\c2ccc(F)cc2)C1=O)Nc1ccc(S(=O)(=O)NCc2ccco2)cc1
  101.0	0.1
COc1cc(-c2nnc(CSc3nnc(C)s3)o2)cc(OC)c1OC
  102.0	0
CCOC(=O)C1CCCN(S(=O)(=O)c2csc(C(N)=O)c2)C1 (centres undefined)
  108.0	0.3
O=C(Cn1cc(S(=O)(=O)N2CCCC2)c(S(=O)(=O)N2CCCC2)c1)N1CCc2ccccc21
  101.0	-0.3

(next part)
Molecule,Polio RdRp inh,Polio RdRp inh FP z-score
Cc1nn(-c2ccccc2)c2c1-c1onc(C(=O)NCc3ccco3)c1CC2,102.0,1.1
O=c1c2cc3c(cc2n(Cc2ccc(F)cc2)c(=O)n1Cc1nc(-c2ccccc2)no1)OCO3,105.0,-0.6
COc1ccc(Cc2nn3c(-c4cccs4)nnc3s2)cc1OC,102.0,-0.1
Cc1oc2c(c1C(=O)N1CCc3ccccc3C1)C(=O)c1ccccc1C2=O,95.0,-1
COc1ccc(Cn2ccc3nc(C)c(C(=O)Nc4ccc(OC)c(OC)c4)cc3c2=O)cc1,103.0,0
Cn1ccnc1C1(O)CCNCC1,100.0,-0.2
O=C(c1csc(-c2ccccc2)n1)N1CCN(S(=O)(=O)c2ccc3c(c2)OCCCO3)CC1,103.0,0.5
CS(=O)(=O)CCC(C(=O)Nc1ccccc1)N1Cc2ccccc2C1=O (centres undefined),101.0,-0.2
O=C(/C=C/c1ccco1)Oc1cccc(Oc2ccccc2)c1,100.0,-0.4
CC(C)CNC(=O)c1ccc(COc2ccc(Cl)cc2Cl)o1,99.0,-0.5
O=C(CSc1nnc(-c2ccc(Cl)cc2)o1)OCC(=O)c1ccccc1,100.0,-0.3
Cc1ccc(CCNC(=O)C2CCCN(c3nnc(C)c4c(C)n(-c5ccccc5)nc34)C2)cc1 (centres undefined),107.0,0.3
CC1=C(c2ccc(C(C)C)cc2)S(=O)(=O)N=C1N1CCC(C(=O)NCc2ccco2)CC1,109.0,0.3
O=C(CCCn1c(=S)[nH]c2c(sc3ccccc32)c1=O)NC1CCCCCC1,100.0,-0.5
Cc1c(CC(=O)N2CCCC2)c(=O)oc2cc(O)ccc12,102.0,0.2
COc1ccc(OCC(=O)Nc2nnc3n2CCS3)cc1,106.0,-0.3
O=C(Cc1ccc(F)cc1)Nc1nnc2n1CCS2,102.0,-1.2
Cc1cc(C)cc(NC(=O)C2CC2C)c1 (centres undefined),104.0,0.2
COc1ccc(NC(=O)c2c(NCc3cccc(OC)c3)sc3c2CCCC3)cc1,107.0,0.3
Cc1cccc(N2CCN(C(=O)CC3(CC4=NS(=O)(=O)c5ccccc5N4)CCCC3)CC2)c1C,101.0,-0.2
Cc1noc(C)c1CCNC(=O)c1ccc(NC(=O)C2=CSCCO2)cc1,100.0,-0.9
Brc1ccc(C=Nc2cccc3ccccc23)s1,103.0,0
CCOc1ccc(C=Nc2ccc(C(=O)O)cc2)c(O)c1,101.0,0.2
O=C(CN1C(=O)c2ccccc2C1=O)ON1C(=O)CCC1=O,100.0,0
O=C(Nc1ccccc1)/C(=C/c1ccccc1)NC(=O)c1ccccc1,99.0,-0.7
CN(Cc1ccc(Cl)c(Cl)c1)CN1C(=O)NC2(CCCC2)C1=O,108.0,0.6
Cc1ccc(C)c(N2CCN(CCCNC(=O)c3nnc(Cc4c(F)cccc4Cl)o3)CC2)c1,100.0,-0.7
O=c1[nH]cc(C(F)(F)F)cc1Cl,100.0,0
CC[n+]1ccc(/C=C/c2ccc(OC)c(OC)c2OC)cc1,102.0,-0.2
O=C(COC(=O)c1nn(CCO)c(=O)c2ccccc12)Nc1ccc(Cl)c(Cl)c1,100.0,0
COc1ccc(CNC(=O)CSc2ncc3c(n2)-c2cc(Cl)ccc2N(C)S3(=O)=O)cc1,109.0,0.2
O=C(Nc1nc2ccccc2s1)c1cccn(Cc2ccccc2)c1=O,101.0,-0.9
COc1cc(C(=O)NC(C)C(=O)NN)cc(OC)c1OC (centres undefined),99.0,-0.1
CCN1CCN(C(=O)N[C@@H](C(=O)N[C@@H]2C(=O)N3[C@@H]2SC(C)(C)[C@@H]3C(=O)O)c2ccccc2)C(=O)C1=O,99.0,-0.1
COc1ccc2c(c1)-c1nc(NC(=O)c3ccc(C)cc3)sc1CC2,106.0,0.2
Clc1cccc(N2CCN(c3c4c(nc5ccc(Cl)cc35)CCC4)CC2)c1,102.0,0.2
O=S1(=O)CCC(NC(=S)S)C1 (centres undefined),101.0,-0.7
COc1cc2c(cc1OC)CN(Cc1nc3ccsc3c(=O)[nH]1)CC2,114.0,1.2
Cc1cccc(NCc2ccccc2O)c1,103.0,0.5
CC1(CSc2ccccc2C(=O)NCC2COc3ccccc3O2)NC(=O)NC1=O (centres undefined),93.0,-1.2
CS(=O)(=O)Cc1ccccc1,98.0,-0.8
CCOc1ccc(C(=O)NN)cc1,102.0,0.2
CC(C)(C)c1cc(C(=O)Oc2ccc(Cl)cc2)n(Cc2ccccc2)n1,103.0,-0.1
CC1(C)CCCC2=C1CC1C(=O)N(CCC[N+](C)(C)C)C(=O)C1C2 (centres undefined),101.0,-0.1
N#Cc1c(N2CCCCC2)nc(N)c2c(N)nc(SCC(=O)O)cc12,94.0,-1
Cc1nn(-c2ccccc2)c(OC(=O)c2ccccc2)c1S(=O)(=O)c1ccccc1,103.0,-1.5
CNC(=O)COc1ccc(C(=O)c2ccc(F)cc2)cc1,99.0,-0.4
COc1cc(Cl)c(C)cc1NC(=O)CSc1cc(=O)n(C)c2cc(Cl)ccc12,107.0,0.5
CC(OC(=O)Cn1c(=O)oc2ccccc21)C(=O)N(C)Cc1cccc(F)c1 (centres undefined),103.0,0.5
O=C(Nc1cccc(NC(=S)NC(=O)c2cccc3c(Br)cccc23)c1)c1ccco1,100.0,-0.1

(continued)
Molecule,Polio RdRp inh,Polio RdRp inh FP z-score
Cc1sc2ncnc(SCC(=O)c3ccccc3)c2c1C,103.0,0
O=C(NCc1cccs1)c1ccc2ccccc2n1,104.0,-0.3
O=C(Nc1cc(C(F)(F)F)cc(C(F)(F)F)c1)C(=S)N1CCCCC1,76.0*,-2.1*
Cc1nc2ccccn2c(=O)c1NC(=O)c1ccccc1Cl,108.0,0
CCO/C=C1\C(=O)N(c2ccc(C)cc2C)C(=O)c2cc(OC)ccc21,99.0,-0.3
CCOC(=O)c1cnn(C)c1NS(=O)(=O)c1ccc(Cl)cc1,104.0,0
Cc1[nH]c2ccc(C(=O)NCCc3ccccc3Cl)cc2c1C,104.0,-0.6
C=Cc1ccc(Cn2c(C(=O)O)c(CNCc3ccc(F)cc3)c3ccc(C)cc32)cc1,111.0,0.6

The list is partial; rates above refer to the full screens.
